Compound activity: PubChem BioAssay, several laboratories
MazEF act = MazEF (E. coli) toxin RNase activation; AID 504720; FAM/BHQ RNA-DNA oligo cleavage fluorescence, 5 h; P0AE70; activation, % at 20 µM; 0.32% of 350,000 active; in the data active = activation above about 50%
Target sequence (P0AE70 whole entry, looked up): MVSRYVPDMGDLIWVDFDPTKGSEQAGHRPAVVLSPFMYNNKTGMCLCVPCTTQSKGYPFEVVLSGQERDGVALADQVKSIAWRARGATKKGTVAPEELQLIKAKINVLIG
BoNT F protease = BoNT F light chain protease inhibition; Multiplex microsphere protease cleavage assay, flow cytometry; inhibition, % at 10 µM; 0.22% of 360,000 active; in the data active = inhibition above about 35%, passing the limit was not always enough; inconclusive = no clear call, values can overlap the other calls; note: plate controls were buffer without enzyme for full effect and enzyme alone for no effect
PrPC surface inh = inhibitors of human cell surface prion protein PrPC | P04156 | TR-FRET read-out | inhibition, % at 13.8 µM | 0.43% of 370,000 active | AID 720596; in the data active = inhibition above about 24%; note: 0% = median of the test wells and 100% = reference compound wells
UGM FP inh = Mtb UDP-galactopyranose mutase inhibition; P9WIQ1; purified UGM, fluorescence polarization probe displacement; 0.06% of 320,000 active; inhibition, % at 10 µM; AID 504406; in the data active = inhibition above about 10%, passing the limit was not always enough; inconclusive = no clear call, values can overlap the other calls
Target sequence (P9WIQ1 whole entry, looked up): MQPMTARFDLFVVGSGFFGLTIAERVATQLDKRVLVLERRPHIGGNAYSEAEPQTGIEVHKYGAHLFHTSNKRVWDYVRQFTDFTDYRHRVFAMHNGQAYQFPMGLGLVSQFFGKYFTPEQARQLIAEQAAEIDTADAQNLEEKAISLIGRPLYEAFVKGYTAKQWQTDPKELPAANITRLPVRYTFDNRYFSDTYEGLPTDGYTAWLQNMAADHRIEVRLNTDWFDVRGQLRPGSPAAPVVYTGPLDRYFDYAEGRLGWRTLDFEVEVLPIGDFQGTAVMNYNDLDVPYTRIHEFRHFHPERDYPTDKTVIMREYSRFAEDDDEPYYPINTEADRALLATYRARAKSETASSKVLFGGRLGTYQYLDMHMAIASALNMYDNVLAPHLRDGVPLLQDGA
Mtb FBA inh = Mtb fructose-bisphosphate aldolase inhibition; 2.3% of 360,000 active; inhibition, % at 1 µM; AID 588726; purified M. tuberculosis FBA, fluorescence read-out; P9WQA3; in the data active = inhibition above about 27%;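 note: 0% = vehicle and 100% = reference inhibitor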
Rv3671c protease = Rv3671c (M. tuberculosis) protease inhibition; inhibition, % at 5.96 µM; 0.048% of 320,000 active; in the data active = inhibition above about 38%;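 note: extracellular domain of Rv3671c used as enzyme; 0% = enzyme with DMSO and 100% = no enzyme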
Target sequence (P9WHR9 whole entry, looked up, the tested form may be a part): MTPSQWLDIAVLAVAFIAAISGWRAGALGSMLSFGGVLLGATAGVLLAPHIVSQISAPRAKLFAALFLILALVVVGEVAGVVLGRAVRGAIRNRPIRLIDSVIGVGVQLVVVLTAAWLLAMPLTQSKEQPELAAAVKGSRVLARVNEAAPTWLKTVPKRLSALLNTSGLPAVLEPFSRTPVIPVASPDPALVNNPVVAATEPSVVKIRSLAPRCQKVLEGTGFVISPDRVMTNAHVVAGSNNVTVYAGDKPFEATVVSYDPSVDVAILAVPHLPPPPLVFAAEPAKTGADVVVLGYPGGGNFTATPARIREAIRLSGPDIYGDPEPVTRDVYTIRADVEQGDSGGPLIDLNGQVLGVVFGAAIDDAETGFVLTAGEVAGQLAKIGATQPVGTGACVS
GDH-TPI inh = GDH-TPI coupled enzyme inhibition counter-screen | GDH-TPI coupled enzyme counterscreen, NADH absorbance | inhibition, % at 4.8 µM | AID 588335 | 1.2% of 360,000 active; in the data active = inhibition above about 30%;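 note: 0% = DMSO wells and 100% = wells lacking the enzyme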
FadD28 FP inh = blocks FadD28 binding to the bisubstrate probe. 0.22% of 360,000 active. fluorescence polarization. inhibition, % at 12.5 µM; in the data active = inhibition above about 8.5%, passing the limit was not always enough; inconclusive = no clear call, values can overlap the other calls
Mtb BioA inh = inhibitors of Mycobacterium tuberculosis BioA enzyme. 0.096% of 360,000 active. purified M. tuberculosis BioA enzyme, plate reader. inhibition, % at 9.99 µM; in the data active = inhibition above about 40%; inconclusive = no clear call, values can overlap the other calls
* hit, by the source's call; ? = inconclusive; . = not tested or not shown; & = joins results of further samples.

SMILES	MazEF act	BoNT F protease	PrPC surface inh	UGM FP inh	Mtb FBA inh	Rv3671c protease	GDH-TPI inh	FadD28 FP inh	Mtb BioA inh
COC(=O)c1ccc(NC(CC(C)C)C(=O)OC)c([N+](=O)[O-])c1 (stereo not given)	-1	0	-7	4.9	-3	-2	0	-3.4	.
CC(C)(C)c1ccc(CC(=O)N2CCC2(C)C(=O)NS(=O)(=O)c2ccc3c(c2)CCO3)cc1 (stereo not given)	.	-5	5	.	-2	.	8	-1.3	-0.9
Cc1nn(C)cc1/C=N/NC(=O)Cn1cncn1	0	.	1	-0.9	3	7	5	0.1	-1.1
CCC1Sc2ccc(S(=O)(=O)Nc3cc(OC)cc(OC)c3)cc2NC1=O (stereo not given)	5	27	1	1.3	6	-4	-1	-4.0	2.1
CN(C)S(=O)(=O)c1ccc(C(=O)Nc2ccc(F)cc2F)cc1	4	3	1	-1.1	0	13	7	0.1	5.4
COc1cccc(NC(=O)C2CCN(c3cnccn3)CC2)c1	3	-10	-2	-0.2	2	2	0	-1.2	0.8
N#Cc1cccc(C(=O)N(CCc2ccccc2)Cc2cccs2)c1	5	0	-1	-0.7	-2	-1	-5	-3.3	-1.3
O=C(c1ccc(=O)[nH]c1)N1CCCc2ccccc21	-5	6	-2	-2.2	-2	3	3	-1.2	-1.0
CCN(CC)c1ccc(C(=O)OCC(=O)Nc2cc3oc4ccccc4c3cc2OC)cc1	-4	0	-3	1.4	-1	-15	-4	-0.4	.
COc1cc(C(=O)NC(=S)Nc2ccc3oc(=O)ccc3c2)cc(OC)c1OC	-6	2	-1	1.6	5	5	11	0.2	-4.6
O=C(c1cc(S(=O)(=O)N2CCN(c3ccccc3)CC2)ccc1Cl)N1CCCC(C(F)(F)F)C1 (stereo not given)	-4	-14	15	-0.2	8	1	7	-2.4	0.6
CCc1cccc(C)c1NC(=O)C1CCN(c2nn3c(=O)cc(C)nc3s2)CC1	-1	6	7	2.5	2	-3	-7	-0.4	.
CCCNC(=O)C1(C)CCN1C(=O)Cc1ccc(C(C)C)cc1 (stereo not given)	.	0	3	.	3	.	-5	-2.6	1.2
O=C(c1ccc(S(=O)(=O)NCC2CCCO2)cc1)N1CCN(c2cccc(Cl)c2)CC1 (stereo not given)	7	7	13	.	-8	.	-15	-4.8	.
CC(=O)c1cccc(NC(=O)C(C)N(C)CC(=O)Nc2ccc(Cl)cc2)c1 (stereo not given)	-5	-3	4	0.4	-2	5	-17	-5.3	4.2
CCN(CC)C(=O)CSc1nc2ccsc2c(=O)n1CCCC(=O)NCCc1ccc(S(N)(=O)=O)cc1	-4	-7	-5	0.6	-1	7	-10	-3.6	.
CN(CC(=O)N1CCN(c2ccccc2)CC1)S(=O)(=O)c1cnc[nH]1	11	-1	6	1.6	1	5	0	-0.8	21
COc1ccc(S(=O)(=O)N2CCOCC2)cc1NC(=O)CCNC(=O)c1ccc([N+](=O)[O-])cc1	1	2	-25	1.9	0	-2	2	-1.1	-2.0
Cn1c(=O)c2[nH]c(C(O)c3ccc(Cl)cc3)nc2n(C)c1=O (stereo not given)	-16	-5	-4	.	4	.	5	-1.6	.
Cc1ccn2cc(-c3cccc(S(=O)(=O)N4CC(C)OC(C)C4)c3)nc2c1 (stereo not given)	-3	6	-3	-0.6	5	-7	2	-0.4	-4.1
COc1cc(NS(=O)(=O)c2ccc(NS(=O)(=O)c3ccc(C)cc3)cc2)nc(OC)n1	3	0	-1	1.3	-5	5	-6	-1.1	0.5
O=C(NCCCn1ccnc1)c1c(F)cccc1F	-3	3	6	-1.6	-1	8	0	-1.3	-3.7
CCc1ccc(Cn2nnc(C(=O)Nc3ccc(OC)cc3OC)c2N)cc1	13	-7	-4	-2.4	8	5	25	1.2	-1.7
O=C(O)C[C@H]1c2ccccc2S(=O)(=O)N1C1CCCC1	2	1	1	-3.1	1	-1	6	-1.4	-0.8
O=C(C1=C[C@H](c2csc3ccccc23)C[C@H](OCCCCO)O1)N1CCOCC1	8	0	-4	3.0	2	-11	-11	-3.4	1.2&-0.9
C=CCOc1ccc(CNn2cn[nH]c2=S)cc1OCC	-15	-9	6	1.3	2	-2	4	-0.7	-1.1
COc1cc(NC(=O)c2noc(C)c2[N+](=O)[O-])c(OC)cc1Cl	2	4	-7	4.1	5	0	3	-0.1	-3.8
COC(=O)CCC(C)C1CCC2C3CCC4CC(O)CCC4(C)C3CC(O)C12C (stereo not given)	9	-3	1	.	7	.	5	-1.1	0.9
O=C(COC(=O)c1c2c(nc3ccccc13)CCCCC2)NCc1ccc2c(c1)OCO2	-3	-6	-4	0.6	-3	-10	-3	-4.8	.
C[C@H](CO)N1C[C@H](C)[C@@H](CN(C)S(=O)(=O)c2ccc(-n3cccn3)cc2)OCc2cnnn2CCCC1=O	3	-1	-4	.	1	.	8	-0.9	0.6&-0.4

Of the compounds above, these have an NH in an aromatic ring.
SMILES	MazEF act	BoNT F protease	PrPC surface inh	UGM FP inh	Mtb FBA inh	Rv3671c protease	GDH-TPI inh	FadD28 FP inh	Mtb BioA inh
O=C(c1ccc(=O)[nH]c1)N1CCCc2ccccc21	-5	6	-2	-2.2	-2	3	3	-1.2	-1.0
CN(CC(=O)N1CCN(c2ccccc2)CC1)S(=O)(=O)c1cnc[nH]1	11	-1	6	1.6	1	5	0	-0.8	21
Cn1c(=O)c2[nH]c(C(O)c3ccc(Cl)cc3)nc2n(C)c1=O (stereo not given)	-16	-5	-4	.	4	.	5	-1.6	.
C=CCOc1ccc(CNn2cn[nH]c2=S)cc1OCC	-15	-9	6	1.3	2	-2	4	-0.7	-1.1

(next part)
SMILES	MazEF act	BoNT F protease	PrPC surface inh	UGM FP inh	Mtb FBA inh	Rv3671c protease	GDH-TPI inh	FadD28 FP inh	Mtb BioA inh
Cc1ccc(Oc2ncnc(N)c2[N+](=O)[O-])cc1C	5	6	-5	1.2	0	-1	4	-2.1	0.4
Cc1ccc(SCC(=O)Nc2ccc(-c3nnc(-c4ccco4)o3)cc2)cc1	27	2	-9	-1.3	1	-10	31*	-0.7	0.4
CN(/N=C/c1ccccc1)C(=S)c1ccccc1	3	-11	-3	-0.7	0	5	20	-3.5	.
Cc1ccc(NCc2n[nH]c(=S)n2Cc2ccccc2)cc1Cl	2	-1	-8	.	-3	.	-6	-1.6	.
CCOc1c(Br)cc(/C=N\NC(=O)c2ccccc2)cc1OC	1	-3	-1	3.9	2	5	12	-1.4	.
CCOC(=O)c1ccc(-c2cccc(C(F)(F)F)c2)nc1C	-6	-3	8	-2.5	-1	2	7	0.9	0.3
O=C(c1ccc([N+](=O)[O-])o1)N1CCN(Cc2ccccc2)CC1	-22	6	-14	1.6	2	0	11	0.6	-0.8
CC(=O)NCCNc1ccc([N+](=O)[O-])cc1C#N	6	-15	-13	0.6	21	-10	9	-2.9	.
CC(CCc1ccccc1)NC(=O)COC(=O)C1=COCCO1 (stereo not given)	10	4	-1	0.2	2	3	-3	-3.8	.
CC(=O)N1CCCN(C(=O)c2cc(COc3c(F)cccc3F)on2)CC1	2	8	7	1.4	4	9	10	0.0	-3.1
O=C(NCC1CCOCC1)c1ccc2nc(Cc3cccc(Cl)c3)oc2c1	1	-4	3	-3.8	0	3	-1	-0.3	-0.9
CCOC(=O)c1ccccc1NC(=O)Cn1cnc2c(cnn2C(C)(C)C)c1=O	2	6	3	0.0	2	-1	0	-3.5	-0.1
NC(Cc1ccccc1)c1csc(NC(=O)c2cccc(OC(F)(F)F)c2)n1 (stereo not given)	.	-15	-10	.	0	.	-11	-8.9	-1.7
COC(=O)C1=C(CS(=O)(=O)c2ccc(C)cc2)NC(=O)NC1c1ccc(OC)c(OC)c1 (stereo not given)	2	1	0	-1.4	0	5	-2	0.0	0.8
CCOC(=O)c1c(NC(=O)c2noc(C)c2[N+](=O)[O-])sc(C(C)=O)c1C	2	-4	12	2.2	-4	-5	22	-2.1	.

Looked up by structure from above:
SMILES	MazEF act	BoNT F protease	PrPC surface inh	UGM FP inh	Mtb FBA inh	Rv3671c protease	GDH-TPI inh	FadD28 FP inh	Mtb BioA inh
CCOc1c(Br)cc(/C=N\NC(=O)c2ccccc2)cc1OC	1	-3	-1	3.9	2	5	12	-1.4	.
Cc1ccn2cc(-c3cccc(S(=O)(=O)N4CC(C)OC(C)C4)c3)nc2c1 (stereo not given)	-3	6	-3	-0.6	5	-7	2	-0.4	-4.1

Following part.
SMILES	MazEF act	BoNT F protease	PrPC surface inh	UGM FP inh	Mtb FBA inh	Rv3671c protease	GDH-TPI inh	FadD28 FP inh	Mtb BioA inh
COc1ccc(OCC(=O)N/N=C/C2CC=CCC2)cc1 (stereo not given)	5	5	8	-6.3	3	1	4	-1.3	.
Cc1nn(C)c(C(=O)NNC(=S)NCc2ccco2)c1Br	-15	0	3	0.0	1	4	8	1.6	.
ClC(Cl)(Cl)C1=NCc2nnn(Cc3ccccc3)c2N1	.	-10	-7	.	5	.	.	-1.0	-0.6
Cc1ccccc1C(=O)N(C)[C@H]1C[C@H]2c3[nH]c4ccccc4c3CCN2C(=O)[C@H]1[C@H](C)O	7	4	-13	.	7	.	-5	-0.7	13
CCn1nnc(-c2ccc(N)cc2)n1	1	-2	-2	-2.0	-1	-2	5	1.2	8.4
O=c1c2ccccc2[nH]c(=S)n1-c1ccc2c(c1)OCCO2	-3	-4	5	-2.6	1	9	2	-0.1	.
CCCCOCC1CN(c2ccccc2)C(=O)CS1 (stereo not given)	-2	2	1	2.3	-3	-1	-10	-2.3	-1.2
C=CCO/N=C(/C)c1ccc(Oc2cnccn2)cc1	5	-4	-4	-1.4	0	-4	0	-4.6	.
COc1ccnc(CSC(N)=Nc2ccc(F)cc2)c1	0	-10	-8	-3.5	9	-2	-4	-1.4	-0.8
COc1ccccc1OCCC(=O)OCCN1C(=O)c2ccccc2C1=O	7	?	2	1.0	2	-9	-2	-4.1	-0.9
COc1ccc(C(=O)C2CCCN(C(=O)c3cccc(N(C)C)c3)C2)cc1OC (stereo not given)	-30	2	4	-0.5	4	-3	9	-2.0	1.4
O=C1NC(c2ccc(-c3ccccc3[N+](=O)[O-])o2)C(C(=O)c2ccc(Cl)cc2)C(O)(C(F)(F)F)N1 (stereo not given)	6	-2	-4	-0.3	-5	-15	10	-5.3	.
COc1cccc(CNc2nc3cc(-c4ccc(OC)cc4C)sc3c(=O)n2C)c1	.	-2	4	.	3	.	8	-0.3	-1.9
C=Cn1c(C(=O)O)ccc1-c1ccc(CC)cc1	-8	-10	2	0.0	4	1	5	-1.7	.
CC(=O)c1ccc(NC(=O)C2C3CCC(C3)C2C(=O)O)cc1 (stereo not given)	4	-10	-1	-0.4	8	-7	1	-1.8	1.1
O=c1c2c([nH]c3ccccc13)CCCC2	3	-3	4	-1.6	3	1	8	-0.6	-0.3
Cc1c(N2C(=O)CSC2c2ccccc2)c(=O)n(-c2ccccc2)n1C (stereo not given)	4	6	-1	0.5	2	8	-6	-3.7	-0.1
O=C(CSc1nc2ccc(Cl)cc2[nH]1)c1c[nH]c2ccccc12	13	-4	10	-2.8	-6	-78	-3	-15	1.3
CCCCCCc1cc2cc(S(=O)(=O)c3ccc(F)c(Cl)c3)c(=O)oc2cc1O	-49	-4	5	.	8	-15	-7	-1.4	-5.8
CCCCCCCCCCCCCCCCn1cc[n+](CC(C)=O)c1	-12	-3	.	.	-1	.	-10	36*	.
Cc1nc(-c2ccccc2)nc2[nH]ccc(=O)c12	1	10	-1	-0.9	1	1	4	-1.2	1.9
COc1ccc(S(=O)(=O)/N=C2/C=CC(=O)C(C)=C2C)cc1	7	-1	.	-0.9	4	-5	-4	-0.3	-1.2
Nc1cc(=O)[nH]c(SCC(=O)N2CCN(S(=O)(=O)c3ccc4ccccc4c3)CC2)n1	7	-1	0	-1.3	-2	-11	6	-3.4	.
O=C(c1cccc(S(=O)(=O)N2CCCC2)c1)N1CCCC(C(F)(F)F)C1 (stereo not given)	1	-9	-1	-0.8	0	-3	-9	-0.4	12
O=C(NCc1ccccc1Cl)c1ccc2nc([C@H]3C[C@H](O)[C@@H](CO)O3)[nH]c2c1	.	2	.	.	-1	.	5	-1.5	0.6
Cc1ccc(SCCN2C(=O)NC(C)(C)C2=O)cc1	-2	2	-4	-1.0	1	3	5	-0.4	0.8
CS(=O)(=O)c1ccc(Cl)c(NC(=O)CCc2ccccc2)c1	3	-8	0	-0.7	-2	-2	1	-3.6	.
CCOC(=O)CCCCC(=O)c1[nH]c(=O)[nH]c1CSc1nc(-c2ccccc2)c(C#N)c(=O)[nH]1	-4	15	-2	2.3	-1	-8	12	-1.6	-4.2
CCOC(=O)c1cc2nc(Nc3ccc(OC)cc3)sc2s1	9	-12	-5	0.6	13	-11	7	-3.8	-1.4

Not a hit list; 4.8% or so of the library scored in one or more.
